Screens deposited in PubChem BioAssay by Broad Institute.
ERAP1 HTS inh: ERAP1 (human) enzyme inhibition | recombinant ERAP1, Leu-AMC fluorescence, 60 min | inhibition, % at 10.7 µM | 340,000 tested, 0.15% active | AID 652197;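 active = mean replicate inhibition of at least 30%, or all replicates individually reaching that 30% level; inactive = mean below 30% and not every replicate reaching it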;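 also: 0% = neutral control wells and 100% = L-leucinethiol positive control wells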
SIRT5 inh: blocks human SIRT5 desuccinylation of peptide; Q9NXA8; Purified SirT5, succinyl-peptide AMC, trypsin-coupled fluorescence; inhibition, % at 15 µM; 330,000 tested, 1.1% active; AID 652115; in the data active = inhibition above about 15%
Target sequence (Q9NXA8 whole entry, looked up): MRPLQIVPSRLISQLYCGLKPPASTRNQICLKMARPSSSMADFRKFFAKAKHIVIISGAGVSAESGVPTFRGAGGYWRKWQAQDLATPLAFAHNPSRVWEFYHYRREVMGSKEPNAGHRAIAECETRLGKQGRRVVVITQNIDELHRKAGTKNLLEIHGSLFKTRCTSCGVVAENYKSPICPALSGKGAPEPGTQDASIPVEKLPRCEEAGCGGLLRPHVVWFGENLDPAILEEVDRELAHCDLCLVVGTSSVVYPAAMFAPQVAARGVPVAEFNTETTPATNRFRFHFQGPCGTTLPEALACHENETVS
DENV2 CPE rescue: inhibitors of DENV2 cytopathic effect. DENV2-infected cells, cytopathic effect rescue, plate reader. CPE inhibition, % at 9.99 µM. 350,000 tested, 1.7% active. AID 651640; in the data active = CPE inhibition above about 20%, passing the limit was not always enough; tested in BHK-21 cells;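 also: 0% = median of neutral control wells and 100% = median of positive control wells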
ERp5 inh: blocks human ERp5 reductase activity on insulin | Q15084 | ERp5 insulin aggregation, absorbance 650 nm, 90 min | inhibition, % at 9.99 µM | 350,000 tested, 0.05% active | AID 651711;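 active = mean replicate inhibition above about 25%, with every replicate also reaching it, limit read from the data, passing the limit was not always enough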
Target sequence (Q15084 whole entry, looked up): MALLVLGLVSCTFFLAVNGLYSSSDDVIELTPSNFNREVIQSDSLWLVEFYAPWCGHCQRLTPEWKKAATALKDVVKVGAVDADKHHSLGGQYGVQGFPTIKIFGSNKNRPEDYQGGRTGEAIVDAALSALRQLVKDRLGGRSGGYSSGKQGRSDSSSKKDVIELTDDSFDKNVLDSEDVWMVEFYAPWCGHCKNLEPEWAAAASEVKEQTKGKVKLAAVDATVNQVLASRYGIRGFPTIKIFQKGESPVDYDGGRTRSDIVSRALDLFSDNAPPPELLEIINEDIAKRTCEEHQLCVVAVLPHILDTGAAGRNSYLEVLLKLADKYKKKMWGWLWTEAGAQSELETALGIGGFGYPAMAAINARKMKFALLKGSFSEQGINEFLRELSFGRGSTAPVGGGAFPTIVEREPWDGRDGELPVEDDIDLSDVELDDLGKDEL
miR-122 sensor: inhibitors of miR-122 in Huh7 cells. Huh7 miR-122 Renilla luciferase sensor, 48 h; neutral wells = 0, positive control = 100. activation (reporter increase), % at 12.5 µM. 340,000 tested, 0.3% active. AID 602342;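 active = mean replicate activation score at least 90 and every replicate individually at or above 90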;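 also: higher luciferase means less miR-122 activity so hits act as miR-122 inhibitors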
CASP6 VEID inh: blocks human caspase-6 cleavage activity; inhibition, % at 12.5 µM; AID 686996; 350,000 tested, 0.53% active; purified caspase-6, Z-VEID-R110 cleavage fluorescence;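 active = mean inhibition across replicates at least about 35%, with every replicate also reaching that limit, limit read from the data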;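 also: 0% = median of neutral control wells and 100% = no fluorescence left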
Target sequence (P55212 24-179 limits assumed): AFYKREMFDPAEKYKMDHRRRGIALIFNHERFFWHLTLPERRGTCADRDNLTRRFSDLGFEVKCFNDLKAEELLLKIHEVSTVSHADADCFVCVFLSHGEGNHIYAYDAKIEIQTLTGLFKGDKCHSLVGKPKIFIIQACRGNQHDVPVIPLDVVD
Target sequence (P55212 194-293 limits assumed): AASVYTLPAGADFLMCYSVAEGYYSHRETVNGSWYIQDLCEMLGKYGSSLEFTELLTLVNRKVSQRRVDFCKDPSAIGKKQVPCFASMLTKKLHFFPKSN
CFTR F508del cor: CFTR F508del correction in bronchial cells. 350,000 tested, 0.36% active. AID 720511. CFBE cells, YFP halide quenching; stimulated with forskolin plus potentiator P3; % fluorescence drop versus neutral controls. activity (quench increase), % at 7.58 µM;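 active = mean added fluorescence quench of at least 8% versus neutral control, with both replicates also reaching 8%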;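 also: cells transiently co-express mutant CFTR-F508del with the halide-sensitive YFP; corrector assay measuring rescue of mutant channel to the surface after 24 h compound exposure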
Numbers without * were called inactive; [ ] = remark or other dose.

Screening CCCNC(=O)c1onc(CSc2ccccc2)c1C(=O)NCCC returned ERAP1 HTS inh -2.4, SIRT5 inh -6.2, DENV2 CPE rescue 9.5, ERp5 inh -9.8, miR-122 sensor -1.7, CASP6 VEID inh -2.7 and CFTR F508del cor 3.7.
For O=C(CSc1nc(O)cc(=O)n1-c1ccccc1)c1ccc(Br)cc1 the results were ERAP1 HTS inh -0.9, SIRT5 inh -1.8, ERp5 inh 6.6, miR-122 sensor 0.7, CASP6 VEID inh 4.2 and CFTR F508del cor -1.7.
For CCO[C@@H]1OC(C(=O)N2CCN(Cc3ccccc3)CC2)=C[C@H](C2CC2)[C@H]1CCCO the results were ERAP1 HTS inh -2.3, SIRT5 inh -3.4, DENV2 CPE rescue -7.7, ERp5 inh 3.6, miR-122 sensor -9.1, CASP6 VEID inh -0.9 and CFTR F508del cor -2.7.
For CCCNC(=O)N(C)C[C@H]1Oc2cc(C#CC(C)(C)O)ccc2S(=O)(=O)N([C@@H](C)CO)C[C@H]1C the results were ERAP1 HTS inh -1.0, SIRT5 inh -1.1, DENV2 CPE rescue 2.7, ERp5 inh -4.1, miR-122 sensor 7.3[16.7 µM], CASP6 VEID inh -1.3 and CFTR F508del cor 2.5.
For COC(=O)c1cc2c(C)[nH]c(C)c2cc(C(=O)OC)c1=O the results were ERAP1 HTS inh 0.2, SIRT5 inh 6.8, DENV2 CPE rescue 0.5, ERp5 inh -3.7 and CASP6 VEID inh 13.2.
`CCCN1[C@H](C(=O)N2CCN(C)CC2)[C@@H](CO)[C@@H]2Cn3c(ccc(-c4ccccc4F)c3=O)[C@@H]21` gave ERAP1 HTS inh 1.8, SIRT5 inh 14.5, DENV2 CPE rescue -3.5, ERp5 inh 4.5 and CASP6 VEID inh 2.5.
CC1CCCC(NC(=O)C2N(CCCN3CCCC3)C(=O)C3C(C(=O)Nc4ccc(Cl)cc4)C4C=CC32O4)C1C (configuration not stated) was read as ERAP1 HTS inh -3.2, SIRT5 inh 0.9, DENV2 CPE rescue 10.3, ERp5 inh 4.2, miR-122 sensor -6.0, CASP6 VEID inh -9.6 and CFTR F508del cor -0.5.
CC1CCN(C(=O)CSc2nc3ncccc3[nH]2)CC1 was read as ERAP1 HTS inh 1.7, SIRT5 inh -1.4, DENV2 CPE rescue -4.2, ERp5 inh -1.2, miR-122 sensor -7.6, CASP6 VEID inh 1.3 and CFTR F508del cor -1.4.
`C[C@@H]1CN([C@@H](C)CO)C(=O)c2cc(C#CCN(C)C)cnc2O[C@@H]1CN(C)Cc1cccc(F)c1` gave ERAP1 HTS inh 10.0, SIRT5 inh -4.4, DENV2 CPE rescue -6.1, miR-122 sensor -12.3[16.7 µM], CASP6 VEID inh -19.2 and CFTR F508del cor -1.6.
CC(C)(CN=C1NS(=O)(=O)c2ccccc21)CNC(=O)c1ccccc1 was read as ERAP1 HTS inh -1.5, SIRT5 inh 0.0, DENV2 CPE rescue 2.0, ERp5 inh -0.1, CASP6 VEID inh -0.3 and CFTR F508del cor -2.0.

Compounds from the list above that have fluorine (2):
`CCCN1[C@H](C(=O)N2CCN(C)CC2)[C@@H](CO)[C@@H]2Cn3c(ccc(-c4ccccc4F)c3=O)[C@@H]21` gave ERAP1 HTS inh 1.8, SIRT5 inh 14.5, DENV2 CPE rescue -3.5, ERp5 inh 4.5 and CASP6 VEID inh 2.5.
`C[C@@H]1CN([C@@H](C)CO)C(=O)c2cc(C#CCN(C)C)cnc2O[C@@H]1CN(C)Cc1cccc(F)c1` gave ERAP1 HTS inh 10.0, SIRT5 inh -4.4, DENV2 CPE rescue -6.1, miR-122 sensor -12.3[16.7 µM], CASP6 VEID inh -19.2 and CFTR F508del cor -1.6.

Following part.
For COc1ccc(-c2[nH]ncc2/C=N/NC(=O)c2cccc([N+](=O)[O-])c2)cc1OC the results were ERAP1 HTS inh -5.7, SIRT5 inh -3.5, ERp5 inh 3.4, miR-122 sensor 9.7, CASP6 VEID inh 0.3 and CFTR F508del cor 2.0.
For C[C@H](CO)N1C[C@H](C)[C@@H](CN(C)C)Oc2c(NC(=O)Cc3ccccc3)cccc2C1=O the results were ERAP1 HTS inh -2.8, SIRT5 inh -0.9, DENV2 CPE rescue -4.0, ERp5 inh -0.2, CASP6 VEID inh 3.9 and CFTR F508del cor 3.3.
COc1ccccc1C1CC(=O)Oc2cc(C)c(Br)c(C)c21 (configuration not stated) was read as ERAP1 HTS inh 0.6, SIRT5 inh 34.8*, DENV2 CPE rescue 16.4, ERp5 inh -3.7, miR-122 sensor -4.0, CASP6 VEID inh 3.9 and CFTR F508del cor -3.0.
Screening Clc1ccc(-c2c(C3=NCCCN3)nnn2-c2ccc(Cl)cc2)cc1 returned ERAP1 HTS inh -4.9, SIRT5 inh -4.3, DENV2 CPE rescue -1.5, ERp5 inh 0.3, miR-122 sensor -2.8, CASP6 VEID inh -3.9 and CFTR F508del cor -2.0.
For COC(=O)c1ccc(CNC(=O)COC(=O)c2ccc(N(C)C)cc2)cc1 the results were ERAP1 HTS inh 11.0, SIRT5 inh 12.6, ERp5 inh -0.1, CASP6 VEID inh -1.6 and CFTR F508del cor 2.1.
Screening CC(C)NC(=O)N(C)C[C@H]1Oc2ccc(NC(=O)NC3CCCCC3)cc2CC(=O)N([C@@H](C)CO)C[C@H]1C returned ERAP1 HTS inh 0.4, SIRT5 inh -5.8, DENV2 CPE rescue -6.2, ERp5 inh 4.0, miR-122 sensor -8.1[16.7 µM] and CFTR F508del cor -1.5.
`CCN(CC)C(=O)C1=C(C)N(Cc2ccccc2)C(=O)C(CC(=O)NC(c2ccccc2)c2ccccc2)C1` (configuration not stated) gave ERAP1 HTS inh 3.1, SIRT5 inh 1.7, DENV2 CPE rescue 3.0, ERp5 inh 3.3, miR-122 sensor -2.3, CASP6 VEID inh 3.8 and CFTR F508del cor 5.3.
Screening O=C(NCc1ccc(F)cc1)c1cnc2n(c1=O)CCS2 returned ERAP1 HTS inh 3.6, SIRT5 inh 4.2, DENV2 CPE rescue -1.7, ERp5 inh -3.3, miR-122 sensor -1.5, CASP6 VEID inh -0.5 and CFTR F508del cor 0.8.
Screening O=C(Nc1ccc(Cl)cc1)N1CCCC1 returned ERAP1 HTS inh 0.0, SIRT5 inh -6.1, DENV2 CPE rescue -1.8, ERp5 inh -4.9, miR-122 sensor 0.1, CASP6 VEID inh -0.9 and CFTR F508del cor -0.1.
`C[C@H](CO)N1C[C@H](C)[C@H](CN(C)Cc2ccncc2)Oc2ccc(NC(=O)CCN3CCOCC3)cc2C1=O` gave ERAP1 HTS inh -3.8, SIRT5 inh 24.7*, DENV2 CPE rescue 3.2, ERp5 inh 8.6, miR-122 sensor 4.5[16.7 µM], CASP6 VEID inh 0.1 and CFTR F508del cor -0.4.

Random excerpt: 2 entries already listed
For O=C(CSc1nc(O)cc(=O)n1-c1ccccc1)c1ccc(Br)cc1 the results were ERAP1 HTS inh -0.9, SIRT5 inh -1.8, ERp5 inh 6.6, miR-122 sensor 0.7, CASP6 VEID inh 4.2 and CFTR F508del cor -1.7.
Screening O=C(Nc1ccc(Cl)cc1)N1CCCC1 returned ERAP1 HTS inh 0.0, SIRT5 inh -6.1, DENV2 CPE rescue -1.8, ERp5 inh -4.9, miR-122 sensor 0.1, CASP6 VEID inh -0.9 and CFTR F508del cor -0.1.

Remaining list, next part.
For CN1N=C2c3ccccc3CCC2C1c1ccc(Cl)cc1 (configuration not stated) the results were SIRT5 inh 2.2, DENV2 CPE rescue -1.6, ERp5 inh 3.0, CASP6 VEID inh 1.1 and CFTR F508del cor -4.0.
Screening CC1=C(C(=O)Nc2ccccc2C(=O)N2CCCCC2)SCCO1 returned ERAP1 HTS inh 1.5, SIRT5 inh -2.2, DENV2 CPE rescue 6.2, ERp5 inh 4.9, miR-122 sensor -2.6, CASP6 VEID inh 0.2 and CFTR F508del cor -2.1.
`O=C(NNc1ccc([N+](=O)[O-])cc1[N+](=O)[O-])C1C2CCCCC21` (configuration not stated) gave ERAP1 HTS inh 13.1, SIRT5 inh -5.2, DENV2 CPE rescue -6.9, ERp5 inh 2.1 and CASP6 VEID inh 5.4.
`CC(C)CCNC(=O)C(c1ccco1)N(CC1CCCO1)C(=O)Cn1nnc2ccccc21` (configuration not stated) gave ERAP1 HTS inh 0.6, SIRT5 inh -4.0, ERp5 inh 5.0 and CASP6 VEID inh -1.0.
For O=C(C[C@H]1C[C@H]2c3cc(NC(=O)C4CCC4)ccc3O[C@H]2[C@H](CO)O1)NCc1ccccc1 the results were ERAP1 HTS inh 2.3, SIRT5 inh 1.4, DENV2 CPE rescue 4.2, ERp5 inh -2.9, miR-122 sensor -3.2[16.7 µM], CASP6 VEID inh -5.3 and CFTR F508del cor 0.5.
For CCN(CCNC(=O)C1CCN(S(=O)(=O)CC)CC1)c1ccccc1 the results were ERAP1 HTS inh 9.5, SIRT5 inh -1.4, DENV2 CPE rescue 0.4, ERp5 inh -3.6, CASP6 VEID inh -2.5 and CFTR F508del cor 1.9.
For CCn1c(C)cc(C(=O)CSc2nnnn2C2CCCC2)c1C the results were ERAP1 HTS inh 0.5, SIRT5 inh -0.5, DENV2 CPE rescue 1.5, ERp5 inh -6.4, miR-122 sensor 7.2, CASP6 VEID inh 0.9 and CFTR F508del cor -1.1.
CNS(=O)(=O)c1ccc(NC(=O)Nc2ccc3c(c2)OCO3)cc1 was read as ERAP1 HTS inh -2.1, SIRT5 inh -2.6, DENV2 CPE rescue 6.9, ERp5 inh 6.7, miR-122 sensor 7.1, CASP6 VEID inh 1.4 and CFTR F508del cor -1.2.
Screening CCOC(=O)CN1C(=O)N(CC(=O)OCC)C(c2ccccc2)(c2ccccc2)C1=O returned ERAP1 HTS inh 2.5, SIRT5 inh -1.8, DENV2 CPE rescue -5.0, ERp5 inh 1.0, miR-122 sensor 0.2, CASP6 VEID inh 1.2 and CFTR F508del cor 1.6.
For O=[N+]([O-])c1ccccc1/C=N\Nc1nccs1 the results were ERAP1 HTS inh -0.4, SIRT5 inh -1.6, DENV2 CPE rescue -3.9, ERp5 inh 0.8, miR-122 sensor 3.4, CASP6 VEID inh 2.1 and CFTR F508del cor 0.9.
For COc1ccc(CNC(=O)c2[nH]c(C(F)(F)F)nc2-c2ccccc2)cc1OC the results were SIRT5 inh -2.8, DENV2 CPE rescue -3.1, ERp5 inh 10.8, miR-122 sensor 4.2, CASP6 VEID inh -0.4 and CFTR F508del cor -2.0.
C=CCC1(CC=C)CCCN1C(=O)c1cc(COc2ccc(-n3cncn3)cc2)on1 was read as ERAP1 HTS inh 0.6, SIRT5 inh -1.7, DENV2 CPE rescue -6.2, ERp5 inh -5.1, CASP6 VEID inh -1.6 and CFTR F508del cor 2.6.
CN1C(=O)C(c2cn(C)c3ccccc23)(c2cn(C)c3ccccc23)c2cc(Br)ccc21 was read as ERAP1 HTS inh -0.6, SIRT5 inh 0.0, DENV2 CPE rescue 2.3, ERp5 inh 1.6, CASP6 VEID inh -1.5 and CFTR F508del cor 0.1.
For CN(C)c1cccc(NC(=O)c2cccc3c(-c4ccc(F)c(F)c4)coc23)c1 the results were ERAP1 HTS inh -6.1, DENV2 CPE rescue -4.5, ERp5 inh -0.8, miR-122 sensor 6.3, CASP6 VEID inh -3.6 and CFTR F508del cor 3.8.
For C=CC[C@@H](CC(=O)N[C@H](CO)Cc1ccccc1)C(=O)NCCOC(=O)[C@@H](CC=C)CC(=O)OC(C)(C)C the results were DENV2 CPE rescue 10.1, ERp5 inh 5.8, miR-122 sensor 11.9, CASP6 VEID inh -2.3 and CFTR F508del cor 0.6.
`CCOc1ccccc1NC(=O)c1nc(-c2ccccc2)oc1C` gave ERAP1 HTS inh -0.2, SIRT5 inh -1.5, DENV2 CPE rescue -1.5, ERp5 inh 3.0, CASP6 VEID inh 1.2 and CFTR F508del cor 4.3.
For O=C(NC(c1ccc(Cl)cc1)c1cnccn1)C1CCN(Cc2ccc(Oc3ccccc3)cc2)CC1 (configuration not stated) the results were ERAP1 HTS inh 4.0, SIRT5 inh -0.3, DENV2 CPE rescue 84.3*, ERp5 inh 1.1, miR-122 sensor -14.4, CASP6 VEID inh -3.5 and CFTR F508del cor -2.3.
CN1C(c2ccccc2)CC(=NO)CC1c1ccccc1 (configuration not stated) was read as ERAP1 HTS inh -1.6, SIRT5 inh 0.4, DENV2 CPE rescue -2.0, ERp5 inh -1.9, miR-122 sensor -1.3, CASP6 VEID inh 1.6 and CFTR F508del cor 1.7.
Screening COCCn1c(=S)[nH]c2sc3c(c2c1=O)CCC(C)C3 (configuration not stated) returned ERAP1 HTS inh 2.0, SIRT5 inh -4.4, DENV2 CPE rescue 0.2, ERp5 inh -0.7, miR-122 sensor -0.1, CASP6 VEID inh 0.0 and CFTR F508del cor -0.7.

Random draw from the library; 4% or so of the library scored in one or more.
